Assay outcomes (PubChem)
GLP1R cytotox – cytotoxic in the GLP-1 receptor inverse agonist counter-screen; HEK293 cAMP-luciferase reporter cells, luminescence, 24 h; Potency, µM (top dose mostly 38.3 µM), without a hit: at the top dose activity change, negative = inhibition, most hits filed as inhibitors; 410,000 tested, 0.13% active; AID 624418;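 further: loss of luciferase light is scored as toxicity; potency means the concentration at half of the fitted maximal effect; on the % scale 0 is the no-effect control and ±100 the full control effect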
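To flag toxic compounds, the library was rerun on cells for 24 hr at 37 deg C and 5% CO2. Viability-linked luminescence was captured 12 min after adding luciferase detection reagent.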
D3 antag – blocks the human D3 dopamine receptor; P35462; AID 652054; 360,000 tested, 2.5% active; max response, negative = inhibition, %; D3R cells, DiscoveRx beta-arrestin luminescence, antagonist mode; stronger effect = lower value; in the data active means max response below about -50%; inconclusive means no clear call, values can overlap the other calls; further: on the % scale 0 is the no-effect control and ±100 the full control effect; mostly tested at two doses, the higher about 12 µM
Target sequence (P35462 whole entry, looked up): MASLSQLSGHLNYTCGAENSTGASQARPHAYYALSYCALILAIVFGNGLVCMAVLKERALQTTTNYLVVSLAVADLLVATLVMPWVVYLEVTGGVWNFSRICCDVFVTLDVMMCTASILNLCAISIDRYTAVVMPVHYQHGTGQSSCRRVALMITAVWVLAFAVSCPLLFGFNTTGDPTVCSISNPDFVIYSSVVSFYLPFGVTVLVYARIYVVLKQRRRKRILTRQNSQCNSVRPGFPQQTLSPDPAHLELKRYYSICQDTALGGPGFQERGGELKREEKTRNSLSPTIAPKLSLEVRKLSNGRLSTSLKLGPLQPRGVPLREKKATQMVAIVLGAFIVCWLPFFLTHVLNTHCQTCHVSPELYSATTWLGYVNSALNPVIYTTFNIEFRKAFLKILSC
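Cells expressing the human receptor were seeded at 1500 cells/well, incubated overnight at 37 degrees C in 5% CO2, then exposed to library compounds with dopamine controls for 90 minutes at 37 degrees C before luminescent detection.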
KB-V1 cytotox – kills drug-selected multidrug resistant KB-V1 cells | Potency, µM (highest dose often 46.1 µM), inactives show at the top dose activity change, negative = cytotoxicity, most hits filed as cytotoxic | AID 1347076 | KB-V1 MDR cells viability, CellTiter-Glo, 72 h | 400,000 tested, 3.4% active; further: potency means the concentration at half of the fitted maximal effect; on the % scale 0 is the no-effect control and ±100 the full control effect; nearly all actives have a fitted effect of over 60% in size
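Drug-selected KB-V1 cells, grown in DMEM lacking phenol red with 10% FBS, receive compound titrations; after three days at 37 degrees C, surviving cell ATP is quantified by CellTiter-Glo luminescence and responses normalized and curve-fitted.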
GLP1R inv ag – GLP-1 receptor (human) inverse agonism; HEK293 GLP-1R CRE-luciferase, luminescence, 24 h; GLP-1R form is constitutively active; Potency, µM (highest dose often 38.3 µM), inactives show at the highest dose activity change, negative = inhibition, usual class: inhibitors; 410,000 tested, 1.6% active; further: potency means the concentration at half of the fitted maximal effect; on the % scale 0 is the no-effect control and ±100 the full control effect; nearly all actives have a fitted effect of over 55% in size
Target sequence (P43220 whole entry, looked up): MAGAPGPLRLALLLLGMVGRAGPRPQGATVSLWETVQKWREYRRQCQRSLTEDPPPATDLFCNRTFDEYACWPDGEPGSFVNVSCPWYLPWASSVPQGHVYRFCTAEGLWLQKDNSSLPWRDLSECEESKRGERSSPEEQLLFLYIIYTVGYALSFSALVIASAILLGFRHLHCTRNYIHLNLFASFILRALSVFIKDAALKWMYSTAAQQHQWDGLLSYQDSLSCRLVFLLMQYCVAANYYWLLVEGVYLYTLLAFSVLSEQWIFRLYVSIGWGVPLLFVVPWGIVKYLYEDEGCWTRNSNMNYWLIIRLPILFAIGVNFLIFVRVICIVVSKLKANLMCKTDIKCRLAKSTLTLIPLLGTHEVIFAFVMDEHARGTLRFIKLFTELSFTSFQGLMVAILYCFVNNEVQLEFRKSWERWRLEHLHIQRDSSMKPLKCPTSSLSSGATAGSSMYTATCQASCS
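HEK293 cells stably co-expressing a cAMP-responsive luciferase reporter and constitutively active GLP-1R were seeded, incubated 12 h, then exposed to compounds for 24 h at 37 C. Luminescence was read 12 min after detection reagent; inverse agonists lower signal.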
aSyn yeast inh – alpha-synuclein toxicity inhibition in yeast. Yeast expressing alpha-synuclein, growth rescue, BacTiter-Glo, 24 h. Potency, µM (titrated, usually from 46.1 µM), inactives show top-dose growth rescue (activation), most hits filed as activators. 370,000 tested, 0.14% active. AID 652106; further: potency means the concentration at half of the fitted maximal effect; % of control where 0% means no effect; nearly all actives have a fitted effect of over 65% in size
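Screening used galactose-induced yeast with toxic alpha-synuclein levels, exposed to compound for 24 hr at 30 deg C. Cell growth, read with BacTiter-Glo luminescence, gave the measured signal.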
DRD3 agonist – agonists of human D3 dopamine receptor | 410,000 tested, 0.58% active | P35462 | max activation, % | D3R DiscoveRx beta-arrestin cells, luminescence, 90 min; in the data active means max activation above about 30%; further: 0% is about no effect; mostly tested at two doses, the higher about 12 µM
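Cells at 1500/well, incubated overnight, then treated with pinned compounds (dopamine as control) for 90 min at 37 degrees C. DiscoveRx reagent added for 30 - 60 minutes at room temperature; luminescence read.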
GLP-1R agonist – activates the human GLP-1 receptor. P43220. HEK293 GLP-1R CRE-luciferase, luminescence, 4-6 h; cells express a hypersensitive GLP-1R form. Potency, µM (top dose mostly 45.6 µM), without a hit: top-dose activation, hits mostly activators. 380,000 tested, 0.007% active. AID 624172; further: potency means the concentration at half of the fitted maximal effect; % of control where 0% means no effect
PTHR1 agonist – activates the human parathyroid hormone receptor PTHR1 | Q03431 | HEK293 GP2 PTHR1 cells, GloSensor cAMP luminescence, 1 h | Potency, µM (titrated, usually from 115 µM), for the others: top-dose activation, most hits filed as activators | 410,000 tested, 0.075% active; further: potency means the concentration at half of the fitted maximal effect; nearly all actives have a fitted effect of over 55% in size; some results filed as inactive show a strong effect at the top dose; inactives centre near -15; many of its hits are not listed in these tables
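HEK-293-derived GP2 cells expressing PTHR1 and a GloSensor cAMP reporter, 3,000/well, plated overnight, given luciferin plus IBMX (each 0.5 mM as added) for 1 h at 37 °C, then compound for 1 h at 37 °C. Luminescence was read after 15 min at room temperature.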
TDP43 rescue – TDP-43 toxicity inhibition in yeast; AID 652104; 410,000 tested, 1.8% active; Potency, µM (titrated, usually from 46.1 µM), inactives show at the highest dose growth rescue (activation), usual class: activators; TDP-43 expressing yeast growth rescue, BacTiter-Glo, 24 h; further: potency means the concentration at half of the fitted maximal effect; % of control where 0% means no effect; nearly all actives have a fitted effect of over 50% in size
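Cell-based yeast growth screen: TDP-43 expression induced in galactose, inoculum OD600=0.02 after raffinose pregrowth to mid-log. Read-out BacTiter-Glo luminescence at 24 hr, 30 deg C; inhibition of toxicity seen as signal increase.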
An asterisk follows results filed as active; i = inactive; ? = inconclusive; / = no result given; & = joins results of further samples; [ ] = another dose, or the depositor's remark. Unless noted, the call rests on the fitted dose curve; in most records, active means well fitted curve in the direction sought with a large enough effect; inconclusive means small, poorly fitted or top-dose-only effect, or another doubt; inactive means no such curve, though single readings can be large; an effect the other way counts as inactive or inconclusive. Some of the compounds tested, so the mix of outcomes need not match the whole.

SMILES | GLP1R cytotox | D3 antag | KB-V1 cytotox | GLP1R inv ag | aSyn yeast inh | DRD3 agonist | GLP-1R agonist | PTHR1 agonist | TDP43 rescue
COc1ccc(Cc2nnc(N/N=C/c3ccc(N(C)C)cc3)[nH]c2=O)cc1OC | 12% | -12 | 23% | 30%[activator] | -11% | -1 | 0% | i | -21%
O=C(COc1ccccc1C(=O)N/N=C\c1ccc(O)c(O)c1)N/N=C/c1ccc(O)c(O)c1 | ? | -21 | -16% | 5% | -8% | 7 | 1% | i | 4%
CCOC(=O)c1c(NC(=O)CNC2CCCc3ccccc32)sc(C(N)=O)c1C (stereo not given) | 7% | 15 | ? | 8% | -6% | -1 | 2% | -3% | -10%
COC(=O)N/N=C/c1c[nH]c2ccccc12 | -7% | 2 | 25% | -10% | 4% | 3 | 15% | i | 5%
Cn1c(=O)n(C)c2cc(CNCc3ccccc3Cl)ccc21 | -7% | / | 0% | -16% | / | -16 | / | i | 0%[9.22 µM]
N#CCCN(C(=O)CSc1nc(-c2ccccc2)cn1N)c1ccc(F)cc1 | 1% | 10 | 9% | 8% | 0% | -1 | -6% | i | -1%
COc1ccc(NC(=O)COc2ccc(Br)cc2)c(OC)c1 | -7% | 0 | -7% | 0% | 0% | 3 | 7% | -6% | 17%
Oc1ccc(-c2nc(-c3ccc(F)cc3)c(-c3ccncc3)[nH]2)cc1 | -7% | 0 | -1%&20% | -1% | -8%&-7%&-4% | -23 | 4% | 10% | -11%
COc1ccccc1C(O)P(=O)(OC1CCCCC1)OC1CCCCC1 (stereo not given) | -15% | -9 | -27% | ? | 1% | -8 | 0% | -5% | -10%
C[C@H]1CN([C@@H](C)CO)C(=O)c2cc(Br)cnc2O[C@H]1CN(C)C(=O)c1cccnc1 | 1% | -17 | ? | 16% | -2% | -8 | 6% | -21% | 0%
Cc1cc(C)n2nc(C(=O)NC(C)(C)C)nc2n1 | 10% | 10 | 6% | 8% | 1% | 2 | -3% | -7%[57.5 µM] | -6%
CC1=C(C#N)C(NC(=O)c2ccccc2Cl)(C(F)(F)F)C(=O)N1 (stereo not given) | -7%&13% | -8 | 0%&-3% | 12%&10% | 1% | -12&0 | 1%&10% | -22% | -2%&-12%
O=C(O)CCCSCC(=O)Nc1ccccc1 | 1% | -3 | 22% | 0% | -4% | 1 | 3% | i | -12%
O=C(COC(=O)CCN=C1NS(=O)(=O)c2ccccc21)NC1CCCCCCC1 | -5% | 11 | 5% | 25% | 6% | 0 | 3% | i | -5%
CCCC1CCC(C(=O)Nn2cnc3ccccc3c2=O)CC1 (stereo not given) | -20% | 2 | -10% | -8% | 0% | 2 | 2% | i | -7%
COc1cc(C2C(C(=O)c3ccc(C)o3)=C(O)C(=O)N2c2cc(C)on2)ccc1OCc1ccccc1 (stereo not given) | 6% | -10 | -12% | 1% | -10% | 0 | -6% | i | 2%
O=C1CC[C@@H]2CC3(C[C@@H]4CCN1[C@H]24)Nc1cc(Cl)ccc1NC3=NC1CCCCC1 (stereo not given in full) | 1% | -63* | ? | 20% | 3% | -35 | -3% | ? | -7%
CC(C)(C)c1cc(CP(=O)(c2ccccc2)c2ccccc2)cc(C(C)(C)C)c1O | -43% | 0 | ? | ? | 4% | 2 | 3% | -48%[inhibitor] | -1%
COc1ccc(Cn2c(C)cc3c(c2=O)C(c2cccs2)C(C#N)=C(N)O3)cc1OC (stereo not given) | -2% | 16 | 3% | 0% | 0% | 3 | 6% | -49%[inhibitor][57.5 µM] | -20%
COc1ccc(C(=O)Nc2ccnn2C2CCN(Cc3ccn[nH]3)CC2)cc1 | -11% | 5 | 18% | 1% | 1% | -4 | 13% | i | -6%
CC(C)(C)Nc1nc(N)nc(Cl)n1 | 8% | 0 | ? | 37%[activator] | -1% | 8 | 18% | -7% | -15%
O=C(Cc1cccc(NC(=O)C2CCCN(C(=O)C3CCCC3)C2)c1)Nc1ccc(C(=O)N2CCCCC2)cc1 (stereo not given) | 0% | -8 | 0% | -8% | -4% | -5 | 1% | 0% | 19%
O=C(NCCNS(=O)(=O)c1ccc(C(F)(F)F)cc1)N1CCOCC1 | -1% | 4 | 67% | 11% | 6% | 9 | 8% | i | -5%
Clc1ccccc1-c1nnc2sc(-c3ccc4c(c3)OCO4)nn12 | -1% | 23 | 8.2µM* | 0% | -15% | -1 | ? | i | -8%
COc1cccc(C(=O)C2CCCN(Cc3cn[nH]c3C3CCCCC3)C2)c1 (stereo not given) | -7% | -86* | -9% | 10µM* | 4% | -16 | 14% | -5% | -16%
SMILES | GLP1R cytotox | D3 antag | KB-V1 cytotox | GLP1R inv ag | aSyn yeast inh | DRD3 agonist | GLP-1R agonist | PTHR1 agonist | TDP43 rescue
Cc1c(S(=O)(=O)N2CCN(C(=O)c3ccco3)CC2)c(=O)n(C)c(=O)n1C | 0% | 0 | -5% | 15% | -3% | -1 | -5% | i | 6%
CCOC(=O)C(C)(C)N(Cc1cccc(C)c1)S(=O)(=O)c1ccc(Cl)c([N+](=O)[O-])c1 | ? | -10 | -29% | ? | 1% | 14 | -48%[inhibitor] | -6% | -8%
COc1cccc(CN2CCN(C(=O)c3ccc(-c4ccccc4)cc3)CC2)c1OC | 2% | -5 | 17% | ? | 10% | 0 | 7% | -13% | 13%
Cc1cccc(C)c1OCC(=O)Nc1nc(-c2ccc(Br)cc2)ns1 | 0% | / | / | 5% | / | 10 | / | -13% | 10%
Cc1cccc(C)c1C(=NCCN(C)C)c1ccccc1 | 8% | ? | -25% | ? | 4% | -11 | 0% | i | 6%
CCOC(=O)c1cc(-c2ccccc2)sc1NC(=O)CC(C)C | 6% | 22 | -4% | 0% | -11% | -2 | 21% | -2%[57.5 µM] | 19%
COC(=O)c1ccc(CSc2nc3c([nH]c4ccccc43)c(=O)n2-c2ccc(OC)cc2)o1 | 10% | / | 19% | 5% | -1% | -7 | 2% | -1% | 13%
Cc1cc(C)c(NC(=O)C2CC(=O)N(Cc3ccccc3)C2)c(C)c1 (stereo not given) | -2% | -2 | -13% | -3% | 2% | 4 | 0% | i | ?
CCOC(=O)c1sc(NC(=O)c2ccc3nc[nH]c3c2)nc1C | 0% | 12 | 1% | 1% | -5% | 14 | 14% | -6% | -11%
CCn1c(=O)c2sccc2n2c(CCCC(=O)N3CCN(c4cc(Cl)ccc4C)CC3)nnc12 | 7% | / | / | 2% | / | 21 | / | i | 9%
Cc1cccc(N2CCN(C(=O)c3cc4c(=O)n(C)c5ccccc5c4s3)CC2)c1C | -5% | / | 19% | 16% | / | 6 | / | i | 1%
COc1cccc(C(=O)Nc2c(C)n[nH]c2C)c1 | -13% | -4 | 24% | 9% | 0% | 0 | 4% | -14%[57.5 µM] | -10%
CCN(CC)CCNC(=O)c1ccc(NC(=O)C2CC(=O)N(CCc3ccc(OC)c(OC)c3)C2)cc1 (stereo not given) | 3% | 0 | -3% | 4% | -4% | -3 | 4% | i | 13%
COc1ccc(C)cc1NS(=O)(=O)c1ccc(NC(=O)CN(c2cc([N+](=O)[O-])ccc2C)S(C)(=O)=O)cc1 | -9% | 0 | -17% | 1.8µM* | 0% | 0 | -11% | i | 14%
Cc1ccc(S(=O)(=O)N2CCC(C(=O)N3CCCCCCC3)CC2)cc1 | -2% | -3 | -6% | -31% | 2% | 0 | 15% | i | -13%
O=C(CSc1nnc(NC(=O)c2c(F)cccc2F)s1)NCc1ccc(F)cc1 | -14% | -6 | 25% | 0% | -4% | -2 | -3% | i | 21%
O=C(c1ccccc1)c1ccc2nc(Nc3ccccc3Cl)c3nncn3c2c1 | 19% | / | -17% | 26% | / | -1 | / | -19% | 12%
COc1ccc(N(C)C(=O)C2CCCN2S(=O)(=O)c2cccc3nsnc23)c(OC)c1 (stereo not given) | -14% | -13 | 0% | 3% | -30% | -2 | -1% | i | -17%
CCOC(=O)Cc1c(C)nc2c(-c3ccccc3)c(C)nn2c1C | -4% | 7 | ? | ? | -3% | 2 | 10% | i | -6%
O=C(C=CC(=O)Nc1ccc(F)cc1F)Nc1ccc(F)cc1F | -1% | 5 | 1% | 17% | -2% | 5 | -3% | -23% | 0%
Cc1cccc(N(C(=O)CNC(=O)c2cccs2)C(C(=O)NC2CCCC2)c2ccncc2)c1 (stereo not given) | -33% | 4 | 11% | 14% | -3% | 4 | 0% | -10% | -1%
CCN(CC)CCCNC(=O)CCc1c(C)nc2c(c1C)c(=O)n(C)c(=O)n2C | -5% | / | 11% | -4% | / | -5 | 0% | -31%[inhibitor] | 3%
COC(=O)c1ccc(CN2C(=O)NC3(CCC(C)CC3)C2=O)cc1 (stereo not given) | 6% | 6 | ? | 124%[activator] | 7% | 1 | 9% | -34%[inhibitor] | 23%[9.22 µM]
O=C(Cc1ccccc1)Nc1ccc(C(=O)Nc2ccccc2C(=O)O)cc1 | -8% | 25 | 17% | 26% | 0% | -4 | -1% | -13% | 3%
CC(=O)Nc1ccc(C(=O)Nc2ccc(S(=O)(=O)N3CCCCC3)cc2)cc1 | -10% | -6 | 4% | 14% | 0% | 13 | 4% | -13% | 6%
O=C(CCC1CCCCC1)Nc1ncn[nH]1 | 1% | 17 | 13% | 0% | 3% | -5 | -5% | -21% | -7%
O=c1[nH]c2cccnc2n1Cc1ccccc1 | -10% | -5 | 15% | -4% | 0% | -3 | 2% | -13%[57.5 µM] | 9%

Entries from the list above containing a COOH group (2):
SMILES | GLP1R cytotox | D3 antag | KB-V1 cytotox | GLP1R inv ag | aSyn yeast inh | DRD3 agonist | GLP-1R agonist | PTHR1 agonist | TDP43 rescue
O=C(O)CCCSCC(=O)Nc1ccccc1 | 1% | -3 | 22% | 0% | -4% | 1 | 3% | i | -12%
O=C(Cc1ccccc1)Nc1ccc(C(=O)Nc2ccccc2C(=O)O)cc1 | -8% | 25 | 17% | 26% | 0% | -4 | -1% | -13% | 3%
